# High-throughput results: PubChem BioAssay, several laboratories
# OX1R antagonist = OX1R (HCRTR1) antagonists, primary screen, fluorescence, CHO/OX1R cells, Fluo-8 calcium, orexin A. Orexin/Hypocretin receptor type 1 (Homo sapiens), O43613. inhibition, % at 5 µM. Fluo-8 calcium fluorescence. hit rate 0.43% among 330,000;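 active = inhibition above its plate's threshold, mean inhibition of all tested compounds on the plate plus 3 SD, cut at about 37% in these data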;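 note: 0% = orexin A challenge wells and 100% = SB-334867-A antagonist wells; not every result past the cut was called active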
# Target sequence (O43613 whole entry, looked up): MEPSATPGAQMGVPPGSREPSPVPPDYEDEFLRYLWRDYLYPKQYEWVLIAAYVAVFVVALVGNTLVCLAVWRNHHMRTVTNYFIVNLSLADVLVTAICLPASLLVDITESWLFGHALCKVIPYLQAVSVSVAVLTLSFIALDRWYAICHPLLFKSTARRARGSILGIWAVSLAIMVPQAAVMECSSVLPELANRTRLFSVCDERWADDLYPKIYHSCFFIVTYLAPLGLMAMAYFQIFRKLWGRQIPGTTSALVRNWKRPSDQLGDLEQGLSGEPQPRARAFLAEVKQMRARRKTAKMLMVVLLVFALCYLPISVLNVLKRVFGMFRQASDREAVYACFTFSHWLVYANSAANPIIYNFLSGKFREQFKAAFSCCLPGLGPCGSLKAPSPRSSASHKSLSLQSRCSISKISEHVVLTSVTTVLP
# CHT allo act = CHT positive allosteric modulators, primary screen, cell-based, membrane potential dye, choline EC20; AID 488977, 2010; High affinity choline transporter 1 (Homo sapiens), Q9GZV3; hit rate 0.49% among 310,000; CHT-expressing cells; hits give high values; LV-AA mutant CHT in HEK293 cells; B-score at 10 µM;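 active = initial fluorescence not abnormally high and integrated response B-score, plate-corrected, over 3 SD above library mean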
# Target sequence (Q9GZV3 whole entry, looked up): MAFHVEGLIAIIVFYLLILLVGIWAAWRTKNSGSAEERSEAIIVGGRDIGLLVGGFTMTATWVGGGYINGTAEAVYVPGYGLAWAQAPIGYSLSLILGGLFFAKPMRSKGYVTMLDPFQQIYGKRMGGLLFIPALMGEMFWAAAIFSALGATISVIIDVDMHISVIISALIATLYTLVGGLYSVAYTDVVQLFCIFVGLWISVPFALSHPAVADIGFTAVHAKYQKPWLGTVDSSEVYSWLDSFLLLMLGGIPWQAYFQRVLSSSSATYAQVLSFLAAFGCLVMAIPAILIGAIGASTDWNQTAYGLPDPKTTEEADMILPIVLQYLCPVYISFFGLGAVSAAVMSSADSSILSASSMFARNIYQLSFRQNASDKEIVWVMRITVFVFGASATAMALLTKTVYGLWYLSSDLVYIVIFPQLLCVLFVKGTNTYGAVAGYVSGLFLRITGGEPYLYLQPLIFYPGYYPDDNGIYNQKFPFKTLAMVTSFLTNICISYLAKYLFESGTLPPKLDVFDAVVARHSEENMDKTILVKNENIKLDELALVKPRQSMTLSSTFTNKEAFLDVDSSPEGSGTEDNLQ
# The depositor's hits bear a star; i = inactive; . = not tested or not shown.
SMILES,OX1R antagonist,CHT allo act
O=C1CCc2cc(S(=O)(=O)NCCc3ccccc3)cc3c2N1CC3,-24,i
COc1ccccc1CCNC(=O)C(=O)NCCC1CCCCN1S(=O)(=O)c1cccs1 (configuration not stated),6,i
COc1ccc(-n2ccnc2SCC(=O)NC2CCCC2)c(OC)c1,-7,i
O=C(Cn1ncc2c(=O)oc3ccccc3c21)N1CCC(N2CCCCC2)CC1,-12,i
COC(=O)c1nn(-c2ccc(OC)cc2)c(=O)cc1Sc1ccc(C)cc1,-22,i
COc1ccc(C(=O)NCCCN=C2NS(=O)(=O)c3ccccc32)cc1,-22,i
COc1ccc(/C=N/NC(=O)c2ccc3nc[nH]c3c2)c(OC)c1OC,10,i
CCC(NC(=O)CN1CCN(C(=O)c2cccs2)CC1)c1ccc(C)cc1 (configuration not stated),-7,.
CCOC(=O)C1CCN(C(=O)COC(=O)c2ccc3c(c2)C(=O)N(c2ccc(OCC)cc2)C3=O)CC1,16,i
CCOc1ccc(NCc2nnc(SCc3ccccc3Cl)n2-c2ccccc2)cc1,-22,i
CCC(=O)N1CCN(c2nc(-c3ccc(Cl)cc3)cs2)CC1,-31,i
COc1ccccc1CNCC(c1ccccc1)c1ccccc1,-34,i
CCCCCN(C(=O)CCC(=O)OCC(=O)Nc1cccc(SC)c1)c1c(N)n(CCCC)c(=O)[nH]c1=O,-24,i
CCN(CC)C(=O)c1cn(C)c(=O)c2cc(OC)c(OC)cc12,-2,i
Cc1ccc(S(=O)(=O)NC2(C(=O)O)CCCCC2)cc1,-18,i
O=C1c2ccccc2NC(c2ccc(O)cc2)N1/N=C/c1ccc(O)cc1 (configuration not stated),-1,i
C[N+]1=C(/C=C/Nc2ccccc2Cl)C(C)(C)c2ccccc21,9,i
CCOC(=O)C1=C(C)NC(=O)C(C(N)=O)C12CCCCC2 (configuration not stated),-17,i
Cc1ccc(C(=O)NNC(=O)Cc2csc(-c3csc(C)n3)n2)cc1,-23,i
CCc1ccc(C(C(=O)NC2CCCC2)N(C(=O)/C=C/C(=O)Nc2cc(C)on2)c2ccccc2C)cc1 (configuration not stated),-28,i
O=C(Oc1cc(=O)oc2c1c(=O)n1c3c(cccc23)CC1)c1ccc(F)cc1,-23,i
Cc1c(Cl)cccc1NC(=O)c1ccco1,-16,i
Cc1ccc(/C=C/c2ccc(=O)n(Cc3ccccc3Cl)n2)cc1,5,i
O=C(c1ccco1)N1CCN(c2c([N+](=O)[O-])nn(-c3cccc(Cl)c3)[n+]2[O-])CC1,-48,i
COc1cccc(NC(=O)c2ccc3snnc3c2)c1,-14,i
CC12CC(c3ccccc3O1)C(C(=O)NCc1ccccc1)C(=O)N2 (configuration not stated),-17,i
C=CCn1c(CSCc2ccc(C)cc2)nnc1SCC(=O)NCc1ccccc1,-2,i
CCc1nnc(NC(=O)C2CCN(c3ncnc4sc(C)c(C)c34)CC2)s1,-30,.
COc1ccc(N2CCN(/C(=N\S(=O)(=O)c3ccccc3)Nc3nc(C)cc(C)n3)CC2)cc1,-9,i
Cc1nnc(SCCCCSc2nnc(C)c(=O)[nH]2)[nH]c1=O,-12,i
CCOc1ccc(NC(=O)CN(C)C(=O)/C=C/c2ccc(S(=O)(=O)N3CCCCCC3)cc2)cc1OCC,-22,i
Nc1ccc2nc(-c3ccccc3)cnc2c1,-17,i
CN1CC2=Cc3ccccc3OC23Oc2ccccc2C=C3C1,-24,i
CCOc1ccc(CC(=O)Nc2sc(Cc3ccccc3)c(C)c2C(N)=O)cc1OCC,-4,i
CS(=O)(=O)N(CC(=O)NCc1ccccc1)C1CCCCC1,-7,i
CC(=O)c1ccc(N2CCN(C(=O)C3CCN(C(=O)Nc4ccccc4)CC3)CC2)cc1,-19,.
CN1C(=O)C(C)(C)c2cc(S(=O)(=O)NCC3CCC(C(=O)NC4CCCCC4)CC3)ccc21 (configuration not stated),-38,i
CC(C)C(NC(=O)c1ccc(C(C)(C)C)cc1)C(=O)Nc1ccc(N2CCOCC2)cc1 (configuration not stated),-28,.
O=C(CN1C(=O)NC2(CCc3ccccc3C2)C1=O)Nc1ccc(Cl)cc1F (configuration not stated),-24,i
COc1ccc(N(Cc2cc3cc(OC)ccc3[nH]c2=O)C(=O)C2CCCO2)cc1 (configuration not stated),-2,i
CCN1CNC(=S)N(C(C)c2ccccc2)C1 (configuration not stated),-11,i
O=C(O)C1CCCN1C(=O)OCC1c2ccccc2-c2ccccc21 (configuration not stated),0,i
COc1cc(CN(C(=S)NCC(=O)NC2CCCC2)C2CCCC2)cc(OC)c1OC,-22,i
COc1ccccc1N1CCN(Cc2ccc(OC)c3ccccc23)CC1,-25,i
CONC(=O)C1CCN(C(=O)OCc2ccccc2)CC1,-23,i
O=C(CNc1ccc(Br)cc1)c1ccc(O)cc1,0,i
CC(C)(C)NC(=O)C(c1ccco1)N(Cc1ccc2c(c1)OCO2)C(=O)Cn1nnc2ccccc21 (configuration not stated),-14,i
COC(=O)c1ccc(-c2ccc(Cl)cc2)nc1C,-18,i
COc1cc(/C=C/C(=O)O)cc(S(=O)(=O)N(C)CCO)c1OC,-11,i
O=C(CCN1CCN(Cc2ccccc2)CC1)Nc1cccc(Br)c1,-27,i
CCCCN(CC)CCNC(=O)c1cc2c(=O)[nH]c3ccccc3c2n1C,-13,i
Cc1ccc(C)c(S(=O)(=O)N2CCN(CC(=O)NC(=O)NCc3ccccc3)CC2)c1,-33,i
O=C(CSc1ncn[nH]1)Nc1ncc(C(F)(F)F)cc1Cl,-22,i
NS(=O)(=O)c1ccc(CCNC(=O)C(=O)c2cn(CC(=O)N3CCOCC3)c3ccccc23)cc1,-22,i
C=CCSc1ncccc1C(=O)NCCc1ccc(Cl)cc1,-13,i
CC(=O)N1N=C(c2cccc([N+](=O)[O-])c2)OC1(C)CC(=O)Nc1ccccc1 (configuration not stated),-23,i
O=C1CC(Cc2ccccc2)C(=O)N1CCc1ccc2c(c1)OCO2 (configuration not stated),-21,i
Cc1c(C(=O)NCc2cccnc2)oc2ccc(S(=O)(=O)N3CCCC(C)C3)cc12 (configuration not stated),-40,i
CCN(CC)S(=O)(=O)c1ccc(Oc2cccc(C(C)=O)c2)nc1,-22,i
Cc1cc(C)c2cc(CN(CCO)C(=O)Nc3ccc(Cl)cc3)c(=O)[nH]c2c1,-21,i

# Later entries.
SMILES,OX1R antagonist,CHT allo act
COc1ccccc1CNS(=O)(=O)c1ccc2c(c1)CC(=O)N2C,4,i
NS(=O)(=O)c1ccc(CCn2c(=S)[nH]c3ccc(F)cc3c2=O)cc1,-8,i
CCCS(=O)(=O)N1CCCC(C(=O)NCCc2ccc(OC)c(OC)c2)C1 (configuration not stated),-29,i
CC(=O)Nc1ccc(OCC(O)Cn2nc(C)c(C)c2C)cc1 (configuration not stated),-2,i
COc1ccccc1N1CCN(C(=O)c2cc(-c3ccc(Cl)cc3)on2)CC1,-16,i
COC(=O)CCC(=O)N(CCN(C(=O)CCC(=O)OC)c1ccccc1)c1ccccc1,-32,i
COC(=O)C1(Cc2cc(-c3cccnc3)no2)CCN(C(=O)OC(C)(C)C)CC1,-20,i
O=C(c1cc2cc(Br)ccc2s1)N1CCOCC1,-12,i
O=C(NC1CCCC1)c1ccc(S(=O)(=O)N2CCCC2)cc1,-8,i
Cc1ccccc1C(=O)NCCCCc1ccccc1,-19,i
COc1ccc(OC)c(C(=O)c2ccccn2)c1,-12,i
CCOc1cc(/C=C/C(=O)c2ccc(OC)c(CN3CCOCC3)c2)cc(Br)c1O,3,i
CCCCNC(=S)NNC(=O)c1nn(C)cc1Cl,-16,i
COc1ccc(-c2nc(N)n(C(=O)c3ccco3)n2)cc1,-7,i
Cc1ccc(NCc2nnc3n2CCCCC3)cc1,-19,i
CN(c1ccc(C(=O)NCc2ccc3c(c2)OCO3)cc1)S(=O)(=O)c1ccccc1,1,i
O=C(c1ccc(S(=O)(=O)N2CCCCCC2)cc1)N(c1ccccn1)C1CCCCC1,-31,i
O=C(Nc1cccc(S(=O)(=O)N2CCOCC2)c1)c1cc2ccccc2o1,-24,i
CC(C)CC(=O)O/N=C1\C(=O)N(Cc2ccc(Cl)cc2)c2ccc([N+](=O)[O-])cc21,-29,i
CCCCN(C(=O)CSc1c(C)c(C)cc(C)c1C)c1c(N)n(CCC)c(=O)[nH]c1=O,-15,.
Cc1ccc(C2=NN(CCC(=O)NCCC(C)C)C(=O)CC2)cc1,-33,i
Cc1nc(NC(=O)c2c(-c3ccccc3Cl)noc2C)sc1C,-19,i
O=C(Nc1n[nH]c(C2CCCCC2)n1)C1CCCCC1,-5,i
O=C(OCc1nc2ccsc2c(=O)[nH]1)c1ccccc1,-6,i
COc1ccc(-c2noc3c2-c2nc(-c4ccccc4Cl)sc2CC3)cc1,-4,i
C/C(=N\NC(=O)C(O)c1ccccc1)c1cccnc1 (configuration not stated),.,i
N#Cc1ccccc1CSc1nnc(Cc2ccccc2)o1,-15,i
CC1CCCCC1NC(=O)CCNS(=O)(=O)c1ccc2c(c1)CCC(=O)N2 (configuration not stated),-16,i
Cc1cc(N2C(=O)C3C4C=CC(C4)C3C2=O)ccc1Br (configuration not stated),-15,i
CC(C)C[C@H](NC(=O)NCCc1ccc(Cl)cc1)C(=O)O,3,i
CN1CCN(CC(=O)N(C)c2nc(-c3ccccc3)cs2)CC1,-3,i
COc1ccc(CC(=O)Nc2ccc(-c3cn4ccccc4n3)cc2)cc1,-6,i
CCn1c(C)[n+](Cc2ccccc2)c2ccc(C(=O)OC)cc21,-17,10*
CCCCN(C)S(=O)(=O)c1ccc(C(=O)Nc2nnc(-c3ccco3)o2)cc1,-24,i
CC1(C)CC2(CC(c3ccccc3)Oc3cc(O)ccc32)NC(=S)N1 (configuration not stated),-12,i
CC(C)CC(NS(=O)(=O)c1ccccc1)C(=O)O (configuration not stated),2,i
CCc1noc(C)c1C(=O)Oc1ccc(N(C)S(=O)(=O)c2ccc(C)cc2)cc1,55*,.
COc1cc2c(cc1[N+](=O)[O-])n(C(C)C)c(=O)n2C(C)C,-30,i
Cc1ccccc1C(=O)NC(NC(=S)Nc1ccc(S(N)(=O)=O)cc1)C(Cl)(Cl)Cl (configuration not stated),-4,i
CC(=O)Nc1cccc(C(=O)/C=C/c2ccc[nH]2)c1,-4,i

# Some of the entries so far, as tab-separated lines:
canonical_smiles	OX1R antagonist	CHT allo act
CCCCN(C(=O)CSc1c(C)c(C)cc(C)c1C)c1c(N)n(CCC)c(=O)[nH]c1=O	-15	.
Cc1ccc(C2=NN(CCC(=O)NCCC(C)C)C(=O)CC2)cc1	-33	i
Cc1nc(NC(=O)c2c(-c3ccccc3Cl)noc2C)sc1C	-19	i
O=C(Nc1n[nH]c(C2CCCCC2)n1)C1CCCCC1	-5	i
O=C(OCc1nc2ccsc2c(=O)[nH]1)c1ccccc1	-6	i
COc1ccc(-c2noc3c2-c2nc(-c4ccccc4Cl)sc2CC3)cc1	-4	i
C/C(=N\NC(=O)C(O)c1ccccc1)c1cccnc1 (configuration not stated)	.	i
N#Cc1ccccc1CSc1nnc(Cc2ccccc2)o1	-15	i
CC1CCCCC1NC(=O)CCNS(=O)(=O)c1ccc2c(c1)CCC(=O)N2 (configuration not stated)	-16	i
Cc1cc(N2C(=O)C3C4C=CC(C4)C3C2=O)ccc1Br (configuration not stated)	-15	i
CC(C)C[C@H](NC(=O)NCCc1ccc(Cl)cc1)C(=O)O	3	i
CN1CCN(CC(=O)N(C)c2nc(-c3ccccc3)cs2)CC1	-3	i
COc1ccc(CC(=O)Nc2ccc(-c3cn4ccccc4n3)cc2)cc1	-6	i
CCn1c(C)[n+](Cc2ccccc2)c2ccc(C(=O)OC)cc21	-17	10*
CCCCN(C)S(=O)(=O)c1ccc(C(=O)Nc2nnc(-c3ccco3)o2)cc1	-24	i
CC1(C)CC2(CC(c3ccccc3)Oc3cc(O)ccc32)NC(=S)N1 (configuration not stated)	-12	i
CC(C)CC(NS(=O)(=O)c1ccccc1)C(=O)O (configuration not stated)	2	i
CCc1noc(C)c1C(=O)Oc1ccc(N(C)S(=O)(=O)c2ccc(C)cc2)cc1	55*	.

# More compounds follow.
SMILES,OX1R antagonist,CHT allo act
CC1(C)C2CCC1(CS(=O)(=O)NC1CCCC1)C(=O)C2 (configuration not stated),-3,i
C=C(C)C(=O)Nc1cccc(C2=NOC3(C2)C[C@H](C(N)=O)N(C(=O)/C=C/C)C3)c1 (some centres not stated),0,i
Cc1ccc(NC(=O)c2sc(Cl)nc2-c2ccccc2)cc1,-29,i
C/C(=N\NC(=O)c1c[nH]c2ccccc12)c1ccc(C)s1,9,i
CC(C)(C)OC(=O)N1CCN(C(=O)c2[nH]cnc2C(=O)N[C@@H](Cc2ccccc2)C(=O)OCc2ccccc2)CC1,-13,i
CC(C)c1ccc(/C=N/Nc2ccc(C(=O)O)cc2)cc1,10,i
Cc1cc(S(=O)(=O)Nc2ccc(C(=O)NCCCn3ccnc3)cc2)ccc1F,2,i
COC(=O)C1C2CCC(C2)C1C(=O)OCC(=O)c1ccc(C)cc1 (configuration not stated),-17,i
CC(=NC1CCCCC1)C1=C(O)c2ccccc2C1=O,-16,i
Cc1nnc2sc(-c3ccco3)nn12,-11,i
O=C(c1ccc(Cl)cc1)N1N=C(c2ccccn2)CC1(O)C(F)(F)F (configuration not stated),-13,i
COc1ccc(OC)c(NC(=O)Nc2cccnc2)c1,.,i
COc1ccc(-c2csc(NC(=O)c3cc(-c4cccs4)nc4ccccc34)n2)c(OC)c1,-5,i
CCOC(=O)CCCNC(=O)COC(=O)c1cccc(C)c1O,-6,i
COc1ccc(C(=O)NCCc2c[nH]c3ccccc23)cc1,-15,i
COC(=O)COc1cccc2c(=O)n(CC(=O)N3CCCc4ccccc43)ccc12,-8,i
O=C(O)C1CC(=O)N(c2ccc(F)cc2)C1 (configuration not stated),-10,i

# The order is random; about 0.83% have a hit in one of these screens.
